Screening data: PubChem BioAssay, several laboratories
HIV peptide binding – inhibitors of HIV fusion peptide binding, primary screen, biochemical, uHTS, fluorescence dequenching (AID 1986) | cell-free peptide binding, fluorescence dequenching, 30 min; higher % means a stronger effect | inhibition, % at 20 µM; hits with a dose series show IC50 in µM | 290,000 compounds, 0.3% hits; in the data active = inhibition mostly above about 52%, no sharp cut-off; inactive = mostly below about 76%; note: some results filed as inactive read as strong as hits
KOR beta-arrestin-1 – kappa opioid receptor blockers – cell-based, luminescence, uHTS (AID 1778); KOR beta-arrestin recruitment, luminescence, antagonist mode; higher % means a stronger effect; one-dose inhibition, % at 10 µM; IC50 in µM for titrated hits; 290,000 compounds, 0.091% hits; note: strong numbers were not always called active
Yfh1-depleted yeast – enhancers of respiration in Yfh1-depleted yeast, dose response, Friedreich's ataxia, plus single-dose screen (AID 1465). one-dose fold induction at 50 µM; EC50 in µM for titrated hits. S. cerevisiae Yfh1-off respiration, WST-1 reduction, 72 h; higher fold induction means a stronger effect. 220,000 compounds, 0.074% hits;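 active = fold induction of absorbance versus untreated yeast above a set limit, then at least 30% activation at any dose in follow-up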;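 note: activators that raise dye reduction in frataxin-depleted yeast; strong numbers were not always called active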
Dengue-2 NS5 capping – Dengue-2 NS5 methyltransferase inhibitors, primary screen, biochemical, confirmation dose response (AID 588689); Dengue-2 NS5 methyltransferase capping enzyme assay, biochemical; higher % means a stronger effect; inhibition, % at 25 µM; hits with a dose series show IC50 in µM; 340,000 compounds, 0.3% hits; in the data active = a potency from the dose series
AID2073 – disruptors of CaV2.2 binding to Mint1 – biochemical, HTRF (AID 2073); inhibition, % at 20 µM; hits with a dose series show IC50 in µM; HTRF protein-protein interaction, Mint1-CaV2.2; higher % means a stronger effect; 290,000 compounds, 0.19% hits; in the data active = inhibition mostly above about 51%, no sharp cut-off; note: some results filed as inactive read as strong as hits
KOR beta-arrestin-2 – kappa opioid receptor activators – cell-based, luminescence, uHTS, primary screen (AID 1777). KOR beta-arrestin recruitment, luminescence; higher % means a stronger effect. activation, % at 10 µM, or EC50 in µM where a hit was titrated. 280,000 compounds, 0.02% hits; in the data active = activation above about 50%, passing the limit was not always enough; note: a part of the inactive calls stands beside numbers as strong as those of hits
NOD2 inhibition – inhibition of NOD2-driven NF-kB reporter – cell-based, luminescence, uHTS, HEK293 (AID 1566) | HEK293 NOD2/NF-kB luciferase reporter, luminescence; higher % means a stronger effect | inhibition, % at 4 µM, or EC50 in µM where a hit was titrated | 290,000 compounds, 0.63% hits; note: many of its hits are not listed in these tables
NOD1 NF-kB reporter – inhibition of NOD1-driven NF-kB reporter – cell-based, luminescence, uHTS, primary screen (AID 1578); 290,000 compounds, 1% hits; NOD1-driven NF-kB luciferase reporter cells, luminescence; higher % means a stronger effect; one-dose inhibition, % at 4 µM; EC50 in µM for titrated hits; in the data active = inhibition mostly above about 36%, no sharp cut-off; inactive = mostly below about 34%;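 note: HEK-293T reporter cells stimulated with the NOD1 agonist gamma-tri-DAP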
West Nile antiviral – inhibition of WNV-induced cytopathic effect – cell-based, CPE readout (AID 1621) | West Nile virus-infected cells, CPE inhibition; higher % means a stronger effect | CPE inhibition, % at 10 µM, or IC50 in µM where a hit was titrated | 290,000 compounds, 0.02% hits; in the data active = a potency from the dose series; note: strong numbers were not always called active
Dengue-2 NS5 capping pilot replicate – also measured in Dengue-2 NS5 capping; calls as there; inhibition, %; measured here: pilot screen replicate inhibition
* hit, by the source's call; i = inactive; . = no result given; [ ] = another dose, or the depositor's remark. Cut-off read from the data, not from the text of the source, unless noted: active = inhibition above about 50%; inactive = the rest.

SMILES	HIV peptide binding	KOR beta-arrestin-1	Yfh1-depleted yeast	Dengue-2 NS5 capping	AID2073	KOR beta-arrestin-2	NOD2 inhibition	NOD1 NF-kB reporter	West Nile antiviral	others
Nc1nnc(SCCCC(=O)c2ccccc2)s1	2.5%	12%	i	-4%	1%	-3.6%	-9%	-14%	-0.5%
CSCCC(NS(=O)(=O)c1ccc(F)cc1)C(=O)NCc1ccc(S(N)(=O)=O)cc1 (configuration not stated)	-1.0%	42%	i	3%	0%	2.1%	23%	-7%	0.2%
COc1ccc(C(=O)COc2ccc(F)cc2)c(O)c1	-2.0%	25%	i	-7%	10%	1.0%	-46%	-6%	0.3%
COc1ccc(OC)c(-c2nc(CN(C)C(C)c3ccncn3)c(C)o2)c1 (configuration not stated)	0.3%	-23%[20 µM]	i	-1%	-2%	.	-5%	-31%	-0.1%
CCCS(=O)(=O)c1nc(S(=O)(=O)c2ccc(C)cc2)c(NCCN2CCOCC2)s1	0.9%	-6%	i	-3%	26%	-2.4%	8%	-7%	0.1%
CC(C)(C)c1ccc(C(=O)Nc2ccccc2C(=O)NCCN2CCOCC2)cc1	-1.2%	-5%	.	-1%	5%	-4.8%	19%	-38%	-0.5%
Brc1ccsc1-c1csc(-c2ccncc2)n1	-2.9%	27%	.	-8%	22%	4.8%	-20%	2%	0.0%
COc1ccc(NC(=O)c2ccc(N3C(=O)C4CC=C(C)CC4C3=O)cc2)c(OC)c1 (configuration not stated)	0.9%	-22%	.	1%	50%	4.8%	-14%	-7%	0.2%
CCOC(=O)CN1CCS(=O)(=O)CC1	-0.3%	-21%	i	-6%	-1%	-0.5%	-2%	-20%	0.6%
O=C(CN1CCN(Cc2ccccc2)CC1)c1ccccc1	-1.8%	-30%	i	-6%	-30%	-1.3%	3%	5%	0.1%
C/C(=N\OC(=O)c1ccc(F)cc1)c1ccc(F)c(F)c1	0.8%	15%	i	-4%	3%	5.1%	-32%	-3%	-0.2%
COc1ccccc1C(=O)Nc1nnn(C)n1	2.0%	-8%	i	-7%	1%	12%	-5%	1%	-0.2%
Cc1cc(=O)c2c(o1)CC(C)(C)CC2=O	1.7%	4%	i	1%	2%	1.1%	-6%	-14%	-0.3%
Cc1ccc(NC(=O)CCNCc2ccco2)cc1S(=O)(=O)N(C)C	-0.4%	2%	i	2%	-2%	-6.8%	8%	-28%	-0.1%
O=C(c1ccco1)N1CCN(CC(=O)N2CCCc3c2c(=O)oc2ccc(O)cc32)CC1	-0.5%	1%	i	.	4%	-4.3%	-5%	-14%	0.4%
CCOC(=O)C1=C(C)NC(C)=C(C(=O)OCC)C1C1=COCCO1	13%	2%	i	-7%	3%	-1.4%	22%	-12%	-0.3%
Cc1ccc(-c2csc(N/N=C/C=C/c3ccccc3)n2)cc1	6.0%	20%	i	1%	-16%	-5.1%	1%	4%	0.3%
Cc1ccc(C(C(=O)NCc2ccccc2)N(C(=O)c2csnn2)c2cccc3ccccc23)o1 (configuration not stated)	-1.0%	-6%	i	0%	-10%	-4.6%	9%	3%	0.8%
N#Cc1c(NC(=O)c2cnccn2)sc2c1CCCC2	4.3%	-23%	i	2%	-15%	-5.8%	-46%	-48%	0.2%
N#C/C(=C/c1ccccc1)c1nn(CCO)c(N)c1C#N	-0.7%	-7%	i	-11%	10%	-3.6%	-14%	-30%	-0.4%
Cc1cc(C)c2c(=O)c(/C=C3\NC(=S)NC3=O)coc2c1	-0.6%	28%	i	.	19µM*	1.5%	-7%	-6%	-0.3%
O=C(COc1ccc(F)cc1)Nc1c(C(=O)N2CCC(N3CCCCC3)CC2)oc2ccccc12	-0.3%	-26%	.	-14%	11%	0.9%	-10%	-6%	2.4%
CCN(CC)c1ccc(/C=N/N2CCN(Cc3cccc4ccccc34)CC2)c(O)c1	-2.9%	8%	i	-4%	-10%	1.0%	12%	-3%	-0.2%
CCCn1cnc2cc(NCc3ccccc3O)ccc21	-3.6%	18%	.	-2%	-1%	0.1%	-9%	-8%	1.2%
CN(CC(=O)Nc1ccc(N2CCOCC2)cc1)C(=O)CSc1ccc(Br)cc1	-0.7%	-22%	.	-1%	-5%	4.3%	4%	-20%	-0.5%
CC1(C)OC(c2ccccc2)=C/C(=C\C=N\NC(=O)c2ccncc2)O1	-4.0%	-9%	i	.	-12%	3.4%	20%	5%	-0.5%
C/C(=N\Nc1nccnc1Cl)c1ccc(Br)cc1	2.3%	-26%	.	-3%	37%	1.9%	-5%	7%	-1.3%	Dengue-2 NS5 capping pilot replicate=0.6
CC1=Nc2ccccc2/C1=C/c1sc(=O)n(CC(=O)N2CCCC2)c1O	-2.1%	-8%	i	19%	-8%	0.8%	16%	-3%	-0.2%
CCN1CCN(C(=O)c2cccc(OC3CCN(S(C)(=O)=O)CC3)c2)[C@@H](C)C1=O	0.7%	-1%	.	-7%	0%	-1.7%	8%	-27%	-0.1%
COc1cccc(/C=N/NC(=O)CN2CC(c3ccccc3)CC2=O)c1OC (configuration not stated)	-1.0%	-6%	i	0%	11%	0.8%	-6%	-21%	-0.7%
O=C(COC(=O)c1ccc2ncsc2c1)NC(=O)NCc1ccccc1	-1.4%	2%	i	-11%	-9%	-0.9%	9%	-2%	0.4%
FC(F)(F)c1nc2ccccc2c2nc3ccccc3n12	-0.5%	-37%	i	-1%	12%	0.6%	0%	-30%	-0.9%
CC[C@@H]1C=C(C)C[C@H](C)C[C@H](OC)[C@H]2O[C@@](O)(C(=O)C(=O)N3CCCC[C@H]3C(=O)O[C@H](/C(C)=C/[C@@H]3CC[C@@H](O)[C@H](OC)C3)[C@H](C)[C@@H](O)CC1=O)[C@H](C)C[C@@H]2OC	3.6%	-22%	i	.	7%	7.5%	-10%	-39%	-0.9%
CCC(=O)Nc1cccc(-n2nnnc2SCC(=O)N(C(C)C)C(C)C)c1	1.5%	-51%[20 µM]	i	-11%	5%	.	-2%	-22%	-1.3%
Cc1c2cnn(CC(=O)NCc3ccccn3)c(=O)c2c(C)n1Cc1ccccc1	-0.2%	-15%[20 µM]	.	1%	2%	-3.4%	11%	-1%	-1.6%
NS(=O)(=O)c1ccc(CCNC(=O)c2ccc(Cn3c(=O)[nH]c4ccccc4c3=O)cc2)cc1	0.5%	1%	i	-3%	4%	-5.3%	8%	-14%	0.1%

Of the compounds above, 4 contain two or more sulfur atoms.
SMILES	HIV peptide binding	KOR beta-arrestin-1	Yfh1-depleted yeast	Dengue-2 NS5 capping	AID2073	KOR beta-arrestin-2	NOD2 inhibition	NOD1 NF-kB reporter	West Nile antiviral	others
Nc1nnc(SCCCC(=O)c2ccccc2)s1	2.5%	12%	i	-4%	1%	-3.6%	-9%	-14%	-0.5%
CSCCC(NS(=O)(=O)c1ccc(F)cc1)C(=O)NCc1ccc(S(N)(=O)=O)cc1 (configuration not stated)	-1.0%	42%	i	3%	0%	2.1%	23%	-7%	0.2%
CCCS(=O)(=O)c1nc(S(=O)(=O)c2ccc(C)cc2)c(NCCN2CCOCC2)s1	0.9%	-6%	i	-3%	26%	-2.4%	8%	-7%	0.1%
Brc1ccsc1-c1csc(-c2ccncc2)n1	-2.9%	27%	.	-8%	22%	4.8%	-20%	2%	0.0%

(more compounds)
SMILES	HIV peptide binding	KOR beta-arrestin-1	Yfh1-depleted yeast	Dengue-2 NS5 capping	AID2073	KOR beta-arrestin-2	NOD2 inhibition	NOD1 NF-kB reporter	West Nile antiviral	others
O=C(NNS(=O)(=O)c1ccc(Cl)cc1)c1cnn(-c2ccccc2)c1-n1cccc1	-1.6%	-7%	i	-9%	2%	0.6%	24%	12%	-0.1%
Nc1nc(SCC(=O)N2CCCC2)[nH]c(=O)c1NC(=O)c1ccco1	0.4%	12%	i	-4%	-1%	-3.7%	15%	-15%	0.1%
CC1=NN2C(=N)/C(=C\c3cc(C)n(Cc4ccccc4)c3C)C(=O)N=C2S1	5.9%	19%	i	.	17%	6.8%	26%	0%	-0.2%
Nc1nc(N)c(N=Nc2ccc(Cl)cc2)c(=O)[nH]1	-0.6%	0%	i	2%	-7%	3.7%	-3%	-48%	0.1%
Cc1cccc(OCCCC(=O)Nc2ccc(S(N)(=O)=O)cc2)c1	-0.2%	4%[20 µM]	i	-15%	9%	-1.2%	5%	3%	-0.4%
CN(C)Cc1nc2ccccc2c(=O)n1CC(=O)Nc1cccc(S(=O)(=O)N2CCOCC2)c1	-1.2%	-24%	i	-6%	-6%	-4.2%	26%	-20%	0.3%
Cc1ccc(-c2csc(NNC(=O)c3ccccc3)n2)cc1	-0.9%	-16%	i	-1%	35%	-2.3%	-63%	17%	-1.9%
CCOc1ccccc1C(=O)N1c2ccccc2Sc2ccccc21	1.6%	-2%	i	-14%	0%	-0.1%	-4%	45%	0.1%
Cc1ccc(/C=C(\C#N)C(=O)NCc2ccco2)o1	0.8%	18%	i	-4%	45%	-4.5%	-20%	-20%	-0.4%
COc1ccc(-c2nn(-c3ccccc3)cc2/C=C(/C#N)C(N)=O)cc1[N+](=O)[O-]	-1.5%	-4%	i	-4%	54%*	-0.7%	13%	-21%	0.0%
COc1ccc(C2(CNC(=O)C(=O)Nc3ccc(C)cc3)CCOCC2)cc1	-0.9%	-30%[20 µM]	i	-1%	16%	.	-5%	-30%	-0.3%
COc1ccc(C(=O)Nc2ccc(NC(=O)c3ccco3)cc2)cc1	-0.3%	7%	.	-4%	8%	-2.2%	9%	-30%	1.1%
COc1ccc(OC)c(Nc2nc(=O)c3cccnc3s2)c1	-3.5%	-32%[20 µM]	i	-9%	82%*	-4.2%	17%	-2%	-0.6%
NC(=O)C1CC=CCC1C(=O)OCC(Cl)=C(Cl)Cl (configuration not stated)	-0.2%	23%	i	6%	2%	-8.5%	-11%	-12%	0.4%
COc1cccc(C(CC(=O)NCc2ccco2)NS(=O)(=O)c2ccc(C)cc2)c1OC (configuration not stated)	-1.8%	-52%	i	-4%	4%	-1.5%	17%	5%	-0.2%
NC(=O)CC(NC(=O)Cc1cccc2ccccc12)c1ccc(NCCc2ccccc2F)c([N+](=O)[O-])c1 (configuration not stated)	1.4%	34%	i	-1%	-1%	-3.1%	-11%	6%	-0.1%
CC1(C)Cc2c(sc3nnn(Cc4ccccc4)c(=O)c23)CO1	-1.2%	-19%	i	-2%	-8%	2.5%	21%	33%	-0.6%
Clc1cccc(Cl)c1C1Nc2cccc3cccc(c23)N1	54%	-20%	.	-8%	5%	-4.5%	17%	14%	2.3%
CCOC(=O)c1ccccc1NC(=S)N1CCC(C)CC1	-2.1%	5%	i	8%	-20%	7.7%	22%	-10%	-1.0%
COc1ccc(S(=O)(=O)N2CCSCC2)cc1C(N)=O	0.1%	-49%[20 µM]	.	0%	6%	0.9%	14%	-20%	-0.2%
COc1cc(C(=O)NCC2CCCO2)ccc1OCc1ccccc1Cl (configuration not stated)	0.1%	-40%	.	-6%	9%	-1.8%	24%	20%	1.2%
COc1ccc(C(N)CCc2ccc(C)o2)cc1 (configuration not stated)	4.6%	-12%	.	-7%	21%	4.9%	-1%	-5%	.
CC[C@H](C)NC(=O)CCCCCn1c(=S)[nH]c2c([nH]c3ccc(OC)cc32)c1=O	0.9%	14%	i	-20%	42%	-3.6%	3%	-50%	-0.1%
CCCCOc1ccc(C(=O)Nc2ccc(N3CCN(C(=O)C(C)C)CC3)cc2)cc1	-0.4%	18%	i	-2%	7%	-0.2%	26%	-11%	0.6%

The list is partial; count on the stated rates, not on these rows.
